Screening results as filed in PubChem.
HEK293 tox = cytotoxic in the GLP-1 receptor inverse agonist counter-screen. Potency, µM (top dose mostly 38.3 µM), for the others: at the top dose activity change, negative = inhibition, actives largely listed as inhibitors. AID 624418. hit rate 0.13% among 410,000. HEK293 cAMP-luciferase reporter cells, luminescence, 24 h;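 also: loss of luciferase light is scored as toxicity; potency is read from the fitted curve at half-maximal effect; % is scaled to controls: 0 for no effect and ±100 for the full control effect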
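Luminescence readout: signal drop marks cytotoxicity. Plated cells grew 12 h at 37 °C, 5% CO2, received 23 nL compound for 24 h, then got luciferase reagent, read after 12 min at RT.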
PI5P4K alpha inh = blocks human PI5P4K alpha kinase activity. P48426. PI5P4Kalpha enzyme, ADP-Glo luminescence, 60 min; active compounds read low. max response, %. hit rate 1.2% among 330,000. AID 652105; active = max response of -50% or lower; inconclusive = between -30% and -50%; inactive = -30% or higher; also: value at the top dose of about 77 µM; % is scaled to controls: 0 for no effect and ±100 for the full control effect
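Reactions run in 0.038 M HEPES pH 7.4, 0.28 mM EGTA, 0.1% CHAPS and 5% DMSO, with PI5P4Kalpha, substrate, compound and 5 microM ATP final, one hour at room temperature. Readout is ADP-Glo luminescence.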
GLP-1R inv ag = GLP-1 receptor (human) inverse agonism. HEK293 GLP-1R CRE-luciferase, luminescence, 24 h; GLP-1R form is constitutively active. Potency, µM (doses to about 38.3 µM), without a hit: at the highest dose activity change, negative = inhibition, hits mostly inhibitors. hit rate 1.6% among 410,000. AID 624417; also: potency is read from the fitted curve at half-maximal effect; % is scaled to controls: 0 for no effect and ±100 for the full control effect; nearly all actives have a fitted effect of over 55% in size
Target sequence (P43220 whole entry, looked up): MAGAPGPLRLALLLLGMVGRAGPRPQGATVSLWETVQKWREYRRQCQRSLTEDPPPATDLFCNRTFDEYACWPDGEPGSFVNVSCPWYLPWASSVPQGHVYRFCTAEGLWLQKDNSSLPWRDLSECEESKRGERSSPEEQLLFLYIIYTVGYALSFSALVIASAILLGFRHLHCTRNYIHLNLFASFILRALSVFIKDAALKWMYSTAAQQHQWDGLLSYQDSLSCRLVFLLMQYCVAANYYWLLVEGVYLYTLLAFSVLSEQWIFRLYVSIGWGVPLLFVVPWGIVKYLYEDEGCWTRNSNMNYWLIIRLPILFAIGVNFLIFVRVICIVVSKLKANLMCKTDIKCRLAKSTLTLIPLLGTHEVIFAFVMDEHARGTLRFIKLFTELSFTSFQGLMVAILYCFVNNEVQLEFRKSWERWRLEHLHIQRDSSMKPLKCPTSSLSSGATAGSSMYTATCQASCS
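Readout was luciferase luminescence, measured 12 min after detection reagent at room temperature. Beforehand, GLP-1R reporter HEK293 cells had sat 12 h, then received compounds for 24 hr at 37 deg C.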
D3 antag = D3 dopamine receptor (human) antagonism; max response, negative = inhibition, %; D3R cells, DiscoveRx beta-arrestin luminescence, antagonist mode; active compounds read low; P35462; AID 652054; hit rate 2.5% among 360,000; in the data active = max response below about -50%; inconclusive = no clear call, values can overlap the other calls; also: % is scaled to controls: 0 for no effect and ±100 for the full control effect; mostly tested at two doses, the higher about 12 µM
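Cells plated overnight at 1500 cells/well, then exposed to library compounds with dopamine controls for 90 minutes at 37 degrees C. DiscoveRx reagent added for 30–60 minutes at room temperature; luminescence read, quantitative HTS format.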
GLP1R ag = agonists of human GLP-1 receptor | HEK293 GLP-1R CRE-luciferase, luminescence, 4-6 h; cells express a hypersensitive GLP-1R form | AID 624172 | Potency, µM (doses to about 45.6 µM), for inactives: at the highest dose activation, actives largely listed as activators | hit rate 0.007% among 380,000 | P43220; also: potency is read from the fitted curve at half-maximal effect; % of control where 0% means no effect
PLK1 PBD block = blocks phosphopeptide binding to human PLK1 polo-box domain. AID 720504. hit rate 2.8% among 360,000. P53350. Potency, µM, without a hit: max response, negative = inhibition, most hits filed as inhibitors. Plk1 PBD binding of FITC phosphopeptide, fluorescence polarization; also: potency is read from the fitted curve at half-maximal effect; series mostly up to about 57 µM; % is scaled to controls: 0 for no effect and ±100 for the full control effect; nearly all actives have a fitted effect of over 65% in size
Target sequence (P53350 whole entry, looked up, the tested form may be a part): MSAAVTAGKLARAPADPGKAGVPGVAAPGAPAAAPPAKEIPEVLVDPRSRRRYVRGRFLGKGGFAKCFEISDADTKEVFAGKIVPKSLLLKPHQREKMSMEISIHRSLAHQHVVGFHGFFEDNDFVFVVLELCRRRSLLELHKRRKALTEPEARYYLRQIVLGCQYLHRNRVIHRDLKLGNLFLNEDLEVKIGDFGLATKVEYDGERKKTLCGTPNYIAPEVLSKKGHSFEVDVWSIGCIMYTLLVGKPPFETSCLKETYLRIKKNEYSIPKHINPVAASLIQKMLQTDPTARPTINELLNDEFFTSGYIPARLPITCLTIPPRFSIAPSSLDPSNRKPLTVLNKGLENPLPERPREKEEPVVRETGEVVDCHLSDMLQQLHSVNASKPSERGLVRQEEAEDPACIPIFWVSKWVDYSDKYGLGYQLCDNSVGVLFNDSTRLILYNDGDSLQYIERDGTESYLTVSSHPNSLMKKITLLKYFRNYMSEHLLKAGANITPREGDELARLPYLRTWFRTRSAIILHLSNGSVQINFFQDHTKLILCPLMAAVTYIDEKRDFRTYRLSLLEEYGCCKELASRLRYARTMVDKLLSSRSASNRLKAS
D3 ag = activates the human D3 dopamine receptor | P35462 | D3R DiscoveRx beta-arrestin cells, luminescence, 90 min | max activation, % | hit rate 0.58% among 410,000 | AID 652048; in the data active = max activation above about 30%; also: 0% is about no effect; mostly tested at two doses, the higher about 12 µM
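Agonist mode: compounds and dopamine controls were applied to plated cells for 90 min at 37 degrees C after an overnight attachment at 1500 cells/well. Luminescent read-out followed 30 - 60 minutes at room temperature with DiscoveRx detection reagent.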
IL2 activator = activators of IL-2; AID 652025; hit rate 0.065% among 360,000; IL-2 activation reporter assay, cell-based qHTS; stimulated with anti-CD3/CD4/CD28 beads; in transgenic mouse T cells; activation, % (series mostly up to about 46 µM); in the data active = activation above about 50%; inconclusive = mostly about 30% to 49%; also: 0% is about no effect
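Readout: EGFP and DsRed signals by fluorescent plate cytometry. Unstimulated transgenic mouse T cells received compound 60 min before antibody-bead stimulation, then incubated 18 h at 37 degrees C.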
WRN inhibitor = WRN helicase (human) inhibition | WRN helicase unwinding, fluorescent forked duplex, kinetic | Potency, µM (doses to about 114 µM), inactives show top-dose activity change, negative = inhibition, usual class: inhibitors | hit rate 0.46% among 360,000; also: potency is read from the fitted curve at half-maximal effect; % is scaled to controls: 0 for no effect and ±100 for the full control effect; nearly all actives have a fitted effect of over 55% in size
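Screening of the MLSMR collection measured strand separation of a quenched forked DNA duplex (100 nM) by 20 nM WRN with 2 mM ATP, all final. Compounds were preincubated with enzyme 15 min at room temperature.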
* hit, by the source's call; ? = inconclusive; nt = not tested or not shown; & = joins results of further samples; [ ] = remark or other dose. Unless noted, calls follow the shape of the dose curve; as a rule, active = well fitted curve in the direction sought with a large enough effect; inconclusive = small, poorly fitted or top-dose-only effect, or another doubt; inactive = no such curve, though single readings can be large; an effect the other way counts as inactive or inconclusive.

Field names: A = HEK293 tox; B = PI5P4K alpha inh; C = GLP-1R inv ag; D = D3 antag; E = GLP1R ag; F = PLK1 PBD block; G = D3 ag; H = IL2 activator; I = WRN inhibitor
CC1CC(C)CN(CCCNC(=O)Cn2ncc3c([nH]c4ccccc43)c2=O)C1 (stereo not given)
  A: -9%	B: 5	C: -7%	D: 8	E: -8%	F: 5%	G: 4	H: 0.0	I: 1%
CCN(CC)CCN1CNC(=S)N(c2ccccc2OC)C1
  A: 13%	B: 5	C: 11%	D: -4	E: 5%	F: -18%	G: -10	H: 1.3	I: -10%
CCOC(=O)CCC(=O)N1CCNC(=O)C1
  A: -24%	B: -1	C: 7%	D: -1	E: -5%	F: 1%	G: 10	H: -0.3	I: -4%
CC(=O)Nc1ccc2nc(SCC(=O)N3CCOCC3)sc2c1
  A: -4%	B: -15	C: 8%	D: -2	E: 7%	F: ?	G: -5	H: 2.6	I: -7%
Cc1c(NC(=O)c2ccco2)cccc1C(=O)NN1C(=O)c2ccccc2C1=O
  A: 7%	B: 3	C: 8%	D: 17	E: 1%	F: -8%	G: -1	H: -2.7	I: -4%
N#Cc1nc(-c2ccccc2Cl)oc1NCc1ccco1
  A: 0%	B: nt	C: 0%	D: -20	E: 26%	F: -8%	G: -7	H: -2.3	I: -18%
Cc1c(NC(=O)c2cc(=O)[nH]c3ccccc23)c(=O)n(-c2ccccc2)n1C
  A: 2%	B: nt	C: -17%	D: 5	E: 1%	F: -9%	G: -7	H: -2.6	I: 7%
CC12CCC(C(=O)N(c3ccccn3)c3ccccn3)(OC1=O)C2(C)C (stereo not given)
  A: -7%	B: -4	C: 3%	D: 23	E: 1%	F: 1%	G: 5	H: -0.1	I: 2%
CCN(CC)C(=O)C1=C(C)N(CCCN2CCCC2=O)C(=O)C(CC(=O)NC2CCCC2)C1 (stereo not given)
  A: 16%	B: 2	C: 12%	D: -12	E: 12%	F: -3%	G: -2	H: 0.3	I: 7%
Cc1cc(C(=O)OC(C)C(=O)Nc2cccc(Cl)c2)on1 (stereo not given)
  A: 7%	B: -7	C: -3%	D: 0	E: 3%	F: -12%	G: -9	H: 1.2	I: -14%
CCOC(=O)c1c(-c2ccccc2)[nH]c2ccc(O)cc12
  A: 9%	B: 0	C: ?	D: -18	E: 2%	F: -2%	G: -4	H: 3.7	I: -29%
O=C(CSc1nc2ccccc2c(=O)n1-c1ccccc1F)N1CCOCC1
  A: -4%	B: 4	C: 8%	D: 11	E: 0%	F: 21%	G: 3	H: -3.2	I: -1%
O=C(O)CCCCOn1ccnc1
  A: 11%	B: 2	C: 16%	D: 17	E: 2%	F: -5%	G: 2	H: 1.1	I: 3%
O=C1OC(c2ccccc2)=N/C1=C\N1CCCCC1
  A: 3%	B: nt	C: 52%[activator]	D: 7	E: 7%	F: 0%	G: 3	H: -1.7	I: -5%
CN(Cc1ccccc1)S(=O)(=O)c1ccc2c(c1)n(C)c(=O)n2C
  A: 62%[activator]	B: -3	C: 63%[activator]	D: 12	E: 12%	F: -5%	G: 1	H: 4.9	I: 6%

Just PI5P4K alpha inh, GLP-1R inv ag and IL2 activator, for 6 of the compounds above:
compound	PI5P4K alpha inh	GLP-1R inv ag	IL2 activator
Cc1c(NC(=O)c2cc(=O)[nH]c3ccccc23)c(=O)n(-c2ccccc2)n1C	nt	-17%	-2.6
CC12CCC(C(=O)N(c3ccccn3)c3ccccn3)(OC1=O)C2(C)C (stereo not given)	-4	3%	-0.1
CCN(CC)C(=O)C1=C(C)N(CCCN2CCCC2=O)C(=O)C(CC(=O)NC2CCCC2)C1 (stereo not given)	2	12%	0.3
Cc1cc(C(=O)OC(C)C(=O)Nc2cccc(Cl)c2)on1 (stereo not given)	-7	-3%	1.2
CCOC(=O)c1c(-c2ccccc2)[nH]c2ccc(O)cc12	0	?	3.7
O=C(CSc1nc2ccccc2c(=O)n1-c1ccccc1F)N1CCOCC1	4	8%	-3.2

Next section.
Field names: A = HEK293 tox; B = PI5P4K alpha inh; C = GLP-1R inv ag; D = D3 antag; E = GLP1R ag; F = PLK1 PBD block; G = D3 ag; H = IL2 activator; I = WRN inhibitor
C[C@H](CO)N1C[C@H](C)[C@@H](CN(C)Cc2ccc(Cl)c(Cl)c2)Oc2c(NC(=O)c3ccncc3)cccc2C1=O
  A: ?	B: -3	C: 7%	D: 29	E: 10%	F: -25%	G: 11	H: 0.4	I: 2%
O=c1oc2ccccc2c(Nc2cccc3ccccc23)c1[N+](=O)[O-]
  A: -22%	B: 0	C: -4%	D: -63*	E: 1%	F: -13%	G: -2	H: -0.8	I: -15%
CCCn1cnc2c(SCc3ccccc3F)nc(N)nc21
  A: 3%	B: 0	C: 36%[activator]	D: -7	E: ?	F: 0%	G: 0	H: -0.2	I: 5%
C/C(=N\NC(=O)c1nonc1N)c1cccs1
  A: 10%	B: -6	C: 14%	D: 16	E: 4%	F: -5%	G: -13	H: 0.8	I: 6%
CCCc1[nH][nH]c(=O)c1C(c1ccc(Br)cc1)C(C#N)C#N (stereo not given)
  A: -6%	B: nt	C: 0%	D: 0	E: -2%	F: 6µM*	G: -11	H: 0.6	I: -22%
Cc1oc2ccc(NS(=O)(=O)c3ccc(F)cc3)cc2c1C(=O)O
  A: 3%&10%	B: 2	C: 11%&6%	D: -15	E: -1%&-1%	F: -5%	G: -12&-6	H: -0.1	I: 0%
C=CCn1cc(C(=O)N2CCc3ccccc3C2)c(=O)c2cc(S(=O)(=O)N(CC)CC)ccc21
  A: 9%	B: 2	C: 5%	D: -8	E: 13%	F: -9%	G: -9	H: -1.5	I: -4%
C[C@H](CO)N1C[C@H](C)[C@@H](CN(C)Cc2ccncc2)Oc2c(NC(=O)CCCCCC(=O)Nc3ccccc3N)cccc2C1=O
  A: ?	B: 4	C: -9%	D: 5	E: 12%	F: -10%	G: 5	H: 0.6	I: -11%
CCOc1ccc2c(O)csc2c1
  A: -1%	B: -13	C: 12%	D: ?	E: -9%	F: ?	G: -6	H: -0.2	I: -10%
Cc1ccc(-n2c(-c3ccc(Br)cc3)n[nH]c2=S)c(C)c1
  A: -8%	B: -6	C: -3%	D: -10	E: 4%	F: -11%	G: -2	H: -1.3	I: 5%
COc1ccc(CNC(=O)C2CCCN2CCc2ccccc2)cc1OC (stereo not given)
  A: -2%	B: -3	C: ?	D: 12	E: 10%	F: 2%	G: 5	H: -0.3	I: 9%
CC(=O)Nc1ccccc1S(=O)(=O)CC1CC1(Cl)Cl (stereo not given)
  A: 1%	B: 2	C: -18%	D: 7	E: 3%	F: -2%	G: 23	H: 2.2	I: 4%[57.1 µM]
O=C(CN1CCN(S(=O)(=O)c2cccs2)CC1)NCC1CCCCC1
  A: -13%	B: 0	C: -26%	D: 16	E: 16%	F: -4%	G: 4	H: 0.1	I: 4%
O=C(CSc1nnc(-c2ccc(Cl)cc2)o1)c1ccc([N+](=O)[O-])cc1
  A: -10%	B: nt	C: 11%	D: nt	E: -1%	F: nt	G: 7	H: nt	I: nt
Cc1cc(C)c(S(=O)(=O)c2ccc(F)cc2C)c(=O)[nH]1
  A: -3%	B: -2	C: 16%	D: -11	E: -4%	F: -15%	G: -2	H: 4.1	I: 3%[57.1 µM]
CCC(C(=O)NCc1ccco1)N(C(=O)CNS(=O)(=O)c1ccc(C)cc1)c1ccccc1F (stereo not given)
  A: 13%	B: 2	C: -20%	D: -4	E: 2%	F: 4%	G: 4	H: -4.0	I: -3%
CCc1nnc(NC(=O)c2cccc(C(=O)Nc3nnc(CC)s3)n2)s1
  A: -95%[1.53 µM]	B: 6	C: -85%	D: 6	E: -10%	F: 2%	G: 5	H: -0.6	I: -16%[57.1 µM]
COc1ccc(-c2ocnc2C(=O)N2CCN(Cc3cccnc3)CC2)cc1
  A: 2%	B: -3	C: 7%	D: 2	E: 14%	F: -2%	G: -15	H: -0.5	I: -6%
COc1ccc(-n2c(SC(C)C(=O)Nc3ncc(Cl)cc3Cl)nc3ccccc32)cc1 (stereo not given)
  A: 2%	B: 13	C: ?	D: 17	E: 6%	F: -13%	G: 36*	H: -3.9	I: -6%
Cc1ccc(/C=N/Nc2ccc(Cl)c(C(=O)O)c2)s1
  A: -3%	B: -10	C: ?	D: -17	E: -26%	F: -19%	G: -4	H: 0.3	I: ?
Cc1csc(-c2cnn(-c3ccccc3)c2NC(=O)c2cccc(C(F)(F)F)c2)n1
  A: -10%	B: -9	C: ?	D: 30	E: 7%	F: -13%	G: -6	H: -1.3	I: -12%
COc1ccc(NC(=S)N2CCN(S(=O)(=O)c3ccccc3)CC2)cc1OC
  A: -7%	B: -1	C: -22%	D: -3	E: 8%	F: -4%	G: 0	H: 2.0	I: 0%
Cc1ccc2cc(CN(Cc3nnnn3Cc3ccco3)CC3CCCO3)c(=O)[nH]c2c1C (stereo not given)
  A: -19%	B: -16	C: -22%	D: 4	E: 17%	F: -20%	G: 2	H: -0.3	I: -35%
COc1ccc2[nH]c(=O)c(C3c4cc(OC)c(OC)cc4CCN3C(=O)c3ccco3)cc2c1 (stereo not given)
  A: -4%	B: -1	C: 157%[activator]	D: 18	E: 22%	F: -13%	G: 11	H: -0.4	I: 7%
CCN(C1CCS(=O)(=O)C1)S(=O)(=O)c1cc(C)ccc1C (stereo not given)
  A: -10%	B: 2	C: -8%	D: 13	E: 2%	F: -3%	G: 3	H: 1.6	I: -10%
CCOC(=O)c1c(-c2cccs2)csc1NC(=O)c1ccco1
  A: 0%	B: 1	C: 11%	D: 13	E: -9%	F: -11%	G: 12	H: 2.5	I: -4%
COc1ccc(OC)c(CN2C(=O)CCC2(C)c2nnnn2-c2c(C)cccc2C)c1 (stereo not given)
  A: 3%	B: -2	C: 11%	D: -5	E: 12%	F: -3%	G: 3	H: 0.2	I: 4%

Random excerpt: 2 entries already listed, in no set order.
Field names: A = HEK293 tox; B = PI5P4K alpha inh; C = GLP-1R inv ag; D = D3 antag; E = GLP1R ag; F = PLK1 PBD block; G = D3 ag; H = IL2 activator; I = WRN inhibitor
Cc1ccc(/C=N/Nc2ccc(Cl)c(C(=O)O)c2)s1
  A: -3%	B: -10	C: ?	D: -17	E: -26%	F: -19%	G: -4	H: 0.3	I: ?
CCN(C1CCS(=O)(=O)C1)S(=O)(=O)c1cc(C)ccc1C (stereo not given)
  A: -10%	B: 2	C: -8%	D: 13	E: 2%	F: -3%	G: 3	H: 1.6	I: -10%
